KDM5B inhibitor = inhibitors of human KDM5B histone demethylase; Q9UGL1; KDM5B demethylase, FDH-coupled NADH fluorescence (FDH is formaldehyde dehydrogenase); Potency, µM (top dose mostly 57.7 µM), for the others: top-dose activity change, negative = inhibition, usual class: inhibitors; 2.6% of 220,000 active; active means well fitted inhibition curve with a large enough effect; inconclusive means small, poorly fitted or top-dose-only effect; inactive means no such curve, though single readings can be large or run the other way; further: 0% is about no effect; nearly all actives have a fitted effect of over 70% in size
Target sequence (Q9UGL1 whole entry, looked up): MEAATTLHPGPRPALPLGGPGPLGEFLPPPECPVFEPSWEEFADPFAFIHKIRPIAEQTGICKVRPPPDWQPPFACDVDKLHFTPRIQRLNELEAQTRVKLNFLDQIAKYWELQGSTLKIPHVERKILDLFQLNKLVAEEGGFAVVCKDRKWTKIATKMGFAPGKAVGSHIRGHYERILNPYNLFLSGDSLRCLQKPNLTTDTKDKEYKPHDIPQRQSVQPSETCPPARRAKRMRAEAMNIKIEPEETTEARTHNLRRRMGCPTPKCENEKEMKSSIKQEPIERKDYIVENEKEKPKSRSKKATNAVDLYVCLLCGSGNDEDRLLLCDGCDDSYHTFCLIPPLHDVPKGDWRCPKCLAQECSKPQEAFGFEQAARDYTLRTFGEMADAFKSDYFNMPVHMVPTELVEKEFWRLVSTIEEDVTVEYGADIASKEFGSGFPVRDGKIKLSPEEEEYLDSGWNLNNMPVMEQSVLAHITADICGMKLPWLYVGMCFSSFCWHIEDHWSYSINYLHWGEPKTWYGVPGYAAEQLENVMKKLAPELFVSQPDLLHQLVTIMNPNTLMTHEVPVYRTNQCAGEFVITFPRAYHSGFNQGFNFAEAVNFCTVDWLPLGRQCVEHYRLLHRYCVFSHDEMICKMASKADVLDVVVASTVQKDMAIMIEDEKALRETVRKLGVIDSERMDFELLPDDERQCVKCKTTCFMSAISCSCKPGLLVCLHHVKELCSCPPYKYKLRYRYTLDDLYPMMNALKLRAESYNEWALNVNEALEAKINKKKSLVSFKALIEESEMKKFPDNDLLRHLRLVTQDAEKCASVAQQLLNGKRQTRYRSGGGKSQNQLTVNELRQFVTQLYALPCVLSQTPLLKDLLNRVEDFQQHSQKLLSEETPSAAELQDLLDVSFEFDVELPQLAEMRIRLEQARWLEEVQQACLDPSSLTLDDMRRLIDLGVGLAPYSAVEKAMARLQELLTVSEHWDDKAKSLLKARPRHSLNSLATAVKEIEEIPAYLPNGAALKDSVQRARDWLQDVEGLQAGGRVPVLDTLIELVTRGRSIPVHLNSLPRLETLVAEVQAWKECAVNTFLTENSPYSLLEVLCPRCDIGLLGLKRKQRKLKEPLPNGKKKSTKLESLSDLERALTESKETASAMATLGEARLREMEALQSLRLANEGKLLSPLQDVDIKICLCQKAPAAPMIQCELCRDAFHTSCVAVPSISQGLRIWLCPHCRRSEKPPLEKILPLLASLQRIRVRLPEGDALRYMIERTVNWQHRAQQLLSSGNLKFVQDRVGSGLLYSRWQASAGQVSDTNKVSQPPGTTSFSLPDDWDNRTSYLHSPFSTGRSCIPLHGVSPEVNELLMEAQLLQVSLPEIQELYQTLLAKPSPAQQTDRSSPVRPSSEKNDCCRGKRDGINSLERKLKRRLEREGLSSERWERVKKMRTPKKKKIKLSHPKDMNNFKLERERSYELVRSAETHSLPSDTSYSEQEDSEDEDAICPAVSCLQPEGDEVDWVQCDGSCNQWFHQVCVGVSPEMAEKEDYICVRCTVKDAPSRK
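Inhibition is measured as reduced NADH fluorescence generation from FDH coupling to formaldehyde release. Truncated KDM5BΔAP at 200 nM final acts on H3K4me3 peptide (12.5 µM in substrate mix) in pH 7.5 HEPES buffer with Tween-20, 30 min, room temperature.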
The depositor's hits bear a star; i = inactive; ? = inconclusive; [ ] = another dose, or the depositor's remark. Potency means the concentration at half of the fitted maximal effect. A portion of the library; the hit share may differ from the screen's.

| smiles | KDM5B inhibitor |
| --- | --- |
| CN(Cc1ccccc1)Cc1cn([C@H]2CO[C@H]3[C@@H]2OC[C@@H]3NC(=O)C2CCCCC2)nn1 | -12% |
| O=C(O)C(Sc1ccccc1)c1ccccc1 (stereo not given) | 6% |
| Cc1cn2nc(C(=O)NCc3ccccn3)cc2c(N2CCCC2)n1 | i |
| Cc1cc(C(=O)COC(=O)Cn2cnc3c2c(=O)n(C)c(=O)n3C)c(C)n1C | 3% |
| O=C(CC1CCCC1)N1CCN(c2nc3ccccc3o2)CC1 | 17% |
| O=c1[nH]nc(SCc2ccccc2Cl)n1-c1ccc2c(c1)OCCO2 | 23% |
| CN(C)C[C@@H]1CN(C)C[C@H]1N | ? |
| CC(C)(O)CCc1cccc(C(=O)NC2CCN(S(C)(=O)=O)CC2)c1 | -12% |
| COc1ccc(Cn2c(C(=O)O)c(CNCCc3ccco3)c3ccc(OC)cc32)cc1 | ? |
| CCCn1cc(-c2ccnc(NCc3c(F)ccc(C)c3F)n2)c(C)n1 | ? |
| O=C(Nc1cc(-c2cccc(Cl)c2)no1)c1noc2c1COc1ccccc1-2 | 15% |
| COCCNC(=O)C1CCC(CNS(=O)(=O)c2ccc3c(c2)CC(C)N3C(C)=O)CC1 (stereo not given) | -24% |
| Cc1cc2n(CC(O)COc3ccc(Cl)cc3)c(=O)c3ccccc3n2n1 (stereo not given) | -27% |
| Cc1ccsc1-c1[nH]nc2ncc(-c3ccc(F)cc3)nc12 | -9%[86.2 µM] |
| CC(C)CNC(=O)CCCc1nnc2c(=O)n(-c3ccc(Cl)cc3)ccn12 | 13% |
| CC(C)NC(=O)c1cccc2c1CCCN2CC(=O)NCCc1ccccc1 | ? |
| CCc1ccc(-c2nc(C(=O)N3CCN(c4ccc(C(C)=O)cc4)CC3)cs2)cc1 | -6% |
| COc1cccc(CNC(=O)CCc2c(C)c3cc4c(C)c(C)oc4cc3oc2=O)c1 | ? |
| Nc1nc(CCl)nc(Nc2cccc3ccccc23)n1 | 23% |
| Cc1cc(C)cc(NC(=O)NCc2nc(-c3ccccc3)oc2C)c1 | 19% |
| Cc1ccc(-n2nc3c(=O)n(CC(=O)Nc4ccccc4F)nc(C)c3c2C)c(C)c1 | -20% |
| COCCOC1CCOC2(CCN(S(=O)(=O)c3ccccc3)CC2)C1 (stereo not given) | -12% |
| O=C(c1ccncc1)N1CCC(Oc2ccc(-c3noc(-c4ccccc4)n3)cc2)C1 (stereo not given) | 0% |
| CN(C)c1ccc(C(=O)N[C@H]2CO[C@H]3[C@@H]2OC[C@@H]3n2cc(CC3CCCCC3)nn2)cc1 | -23% |
| COCCNC(=O)c1cccc2c1-c1ccccc1C2=O | -24% |
| CC(=O)N1CCCc2ccc(NC(=O)c3ccc(OC(C)C)cc3)cc21 | 0% |
| COCCn1nc(C(=O)NCC(c2ccccc2)N2CCCC2)ccc1=O (stereo not given) | 9% |
| COc1ccc(C(C)NC(=O)CN2C(=O)NC3(CCC(C)CC3)C2=O)cc1 (stereo not given) | 16% |
| O=C1NCCOCCCN(S(=O)(=O)c2cccs2)[C@H]2CCCC[C@@H]12 | -19% |
| O=C(c1ccc(N2CCCC(O)C2)nc1)N1CCC(N2CCOCC2)CC1 (stereo not given) | ? |
| CCOC(=O)c1c(NC(=O)C(=O)NCc2ccncc2)sc2c1CC(C)(C)OC2 | -6% |
| Cc1ccc(C(=O)N2CCC(n3cc(-c4nc(-c5ccccc5)no4)nn3)C2)cc1C (stereo not given) | -18% |
| CCc1ccccc1NC(=O)CCOc1ccccc1 | -7% |
| CN(C)S(=O)(=O)c1ccc(N2CCCCC2)c(C(=O)N2CCCc3ccccc32)c1 | 17% |
| Nc1c(C(=O)N/N=C/c2ccc(Cl)cc2)cnn1-c1ccccc1 | 4% |
| CC(=O)NC[C@@H]1C=C(C)[C@H](Cc2nc3ccc(C)cc3[nH]2)C[C@H]1C(C)C | 17%[86.2 µM] |
| Cc1cc(F)ccc1NC(=O)C1CCCN(S(=O)(=O)c2ccc3c(c2)CCCC(=O)N3)C1 (stereo not given) | -5% |
| O=C1Nc2ccccc2CC12CCCN(Cc1ccc(F)cc1)C2 (stereo not given) | 20%[149 µM] |
| CCn1cnnc1CCNC(=O)c1cc(=O)n(C)c(=O)n1C | -6% |
| O=C(Cc1cccc2cccnc12)NCCc1ccccn1 | 7% |
| Cc1ccc(NC(=O)Cn2c(=O)oc3cc(S(=O)(=O)N4CCCCCC4)ccc32)cc1Cl | -7% |
| CC(C)CCN1CCC2(CC1)NCc1ccccc1NC2=O | ? |
| CCN1c2cc(C(=O)Nc3ccc4c(c3)OCCO4)ccc2C(=O)N2CCCCC21 (stereo not given) | ? |
| Cc1ccccc1-c1noc(-c2cc(C(C)C)[nH]n2)n1 | ? |
| O=S1(=O)N=C(N(CCO)/N=C/c2ccc(Cl)cc2)c2ccccc21 | ? |
| CCCCN(CCCC)C(=O)C1CC(=O)OC12CCOC(C)(C)C2 (stereo not given) | 4% |
| COc1ccc(CNC(=O)CC[C@H]2CNC(=O)[C@@H]3[C@@H](CCN3C3CCOCC3)N2C)cc1 | 15% |
| COc1ccc(CC(=O)Nc2nc(-c3nc4ccccc4s3)cs2)cc1 | ? |
| CCc1cccc(C)c1NC(=O)NCC(O)c1ccccc1 (stereo not given) | 3% |
| Cc1ccc(S(=O)(=O)NCc2ccccc2)cc1C(=O)N(C)Cc1ccccc1F | -1% |
| Cc1ccc(S(=O)(=O)N(CC(=O)NCCSc2ccccn2)c2ccccc2F)cc1 | 0% |
| COc1ccc(OC)c(CNC(=O)c2cc3c(s2)-c2c(C)cccc2OC3)c1 | ? |
| Cc1ccc2nc(CN3CCN(C(=O)Nc4ccc(C)c(F)c4)CC3)oc2c1 | 0% |
| COCc1ccc2c(c1)c(OC(C)(C)C(=O)N1CCN(C)CC1)nn2CCC(C)C | ? |
| CCN(CC)CCNC(=O)c1ccc(NC(=O)Cc2ccsc2)cc1 | 10% |
| CCCC(C(=O)NCCC12CC3CC(CC(C3)C1)C2)c1ccccc1 (stereo not given) | 19% |
| Cc1ccc(COC(=O)c2nn(C)c(=O)c3ccccc23)cc1 | -5% |
| CSc1ccccc1C(=O)O | 6% |
| c1cc2ccc(CNC3CC3)cc2[nH]1 | 13% |
| Cc1ccc(-c2nnc(Nc3ccc(OCC(N)=O)cc3)c3ccccc23)cc1S(=O)(=O)NCC1CCCO1 (stereo not given) | -13% |

Other entries
| smiles | KDM5B inhibitor |
| --- | --- |
| O=C(CN1CCCCC1)Nc1ccccc1Oc1ccccc1 | 14% |
| Cc1nc(-c2ccc(S(=O)(=O)N3CCN(c4cccc(C(F)(F)F)c4)CC3)cc2)co1 | ? |
| CN1CC(=O)N(c2cccnc2)Cc2c1ncnc2N1CCN(c2ncccn2)CC1 | 26% |
| COc1ccc(-c2cc(C(=O)NCCc3ccccc3)c3c(-c4ccc(Cl)cc4)[nH]nc3n2)cc1 | ? |
| COC(=O)c1ccc(N2CCN(C)CC2)c(NC(=O)COc2ccc(C)cc2)c1 | 9% |
| CCOc1ccc(NC(=O)N2CCN(Cc3nc(-c4ccccc4C)oc3C)CC2)cc1 | -1% |
| CSc1ccc(/C=C/C(=O)c2ccc(NC(=O)c3ccccc3Cl)cc2)cc1 | -19% |
| O=C(NCc1ccc(CN2CCOCC2)cc1)c1cnn(-c2ccccc2)c1 | -8% |
| N#Cc1cc([N+](=O)[O-])ccc1NC(=O)COC(=O)CC12CC3CC(CC(Br)(C3)C1)C2 | -10% |
| CC1CCN(CC2CCCN(C(=O)c3ccc(F)cc3)CC2)CC1 (stereo not given) | 6% |
| COc1ccc(NC(=O)c2n[nH]c(=O)c3ccccc23)cc1OC1CCCC1 | 20% |
| Cc1ccc(CNC(=O)c2c(C)[nH]c3ccccc23)cc1 | 15% |
| CN(C)Cc1cn2c(=O)n(C)cc(-c3cccc(OCc4ccccc4)c3)c2n1 | -37%[86.2 µM] |
| CCCC(C)(N)C(=O)O (stereo not given) | 12% |
| CC(=O)c1cccc(NC(=O)CN2C(=O)c3cccnc3Sc3ccccc32)c1 | ? |
| Cc1ccc(N2C(=O)CCC(C(=O)O)C2c2cccs2)cc1 (stereo not given) | -5% |
| O=C(c1ccccc1F)N1CCc2nc(-c3ccc(Cl)cc3)nc(-c3ccccc3)c2C1 | 28% |
| CN(Cc1ccc(Cl)cc1Cl)c1ccc(S(N)(=O)=O)cn1 | -2% |
| Cc1cc(C)c2oc(C(=O)N(Cc3ccc(Cl)cc3)C3CCS(=O)(=O)C3)cc(=O)c2c1 (stereo not given) | -14% |
| COc1ccc(CN2CCN(C3CCN(c4ccccc4)CC3)CC2CCO)cc1C (stereo not given) | ? |
| CCc1nn2c(=O)cc(CN(CC)C3CCCCC3)nc2s1 | -12% |
| CC(=O)Nc1ccc(C(=O)NC[C@@H]2C=C(C)[C@H](Cc3nnc(-c4ccccc4F)o3)C[C@H]2C(C)C)cc1 | -18% |
| Cc1nn(C(=O)c2ccc(Cl)cc2)c(C)c1Sc1ccc(Cl)cc1 | -21% |
| Cc1nn(-c2ccccc2)c2c1C(O)CC(C)(C)C2 (stereo not given) | 37%[activator] |
| CCOC(=O)c1cnn(-c2ccc(C(=O)Nc3cc(OC)c(OC)c(OC)c3)cc2)c1N | ? |
| N=C(N)c1cc(N)cc(C(=N)N)c1 | ? |
| O=C1COc2ccc(NCCc3ccccn3)nc2CN1Cc1ccc(C(F)(F)F)cc1 | ? |
| O=C(Nc1cccc(Cl)c1Cl)c1ccccc1OCC(=O)N1CCOCC1 | -10% |
| CCCCOc1cccc(C(=O)N(Cc2ccc(N(C)C)cc2)C2CCS(=O)(=O)C2)c1 (stereo not given) | ? |
| Cc1ccc(S(=O)(=O)N2CCN(C(C)C(=O)NCC(C)c3ccccc3)CC2)cc1 (stereo not given) | -14% |
| O=S(=O)(CCN1CCN(c2ccccn2)CC1)c1ccc(Cl)cc1Cl | 13% |
| COc1ccc(NC(=O)c2ccc3c(c2)C(=O)N(CC2CCCO2)C3=O)c(OC)c1 (stereo not given) | 13% |
| CCOC(=O)N1CCc2c(sc(NCc3cccs3)c2C(=O)Nc2cc(OC)ccc2OC)C1 | ? |
| COc1ccc(-c2onc(C)c2C(=O)NCCCCc2ccccc2)cc1 | -22% |
| CCCCCC(=O)Nc1nc2c(s1)C[C@@H]1[C@](C)(CO)[C@H](O)CC[C@@]1(C)[C@@H]2CC(=O)N(C)Cc1ccccc1 | 19% |
| C[C@H]1[C@@H]2[C@H]3OC(=O)[C@@H](C)[C@@H]3CC[C@@]2(C)CC[C@@H]1NC(=O)c1ccncc1 | -1%[86.2 µM] |

Not a retest: an excerpt of the list.
| smiles | KDM5B inhibitor |
| --- | --- |
| CCOC(=O)c1cnn(-c2ccc(C(=O)Nc3cc(OC)c(OC)c(OC)c3)cc2)c1N | ? |
| N=C(N)c1cc(N)cc(C(=N)N)c1 | ? |
| O=C1COc2ccc(NCCc3ccccn3)nc2CN1Cc1ccc(C(F)(F)F)cc1 | ? |
| O=C(Nc1cccc(Cl)c1Cl)c1ccccc1OCC(=O)N1CCOCC1 | -10% |
| CCCCOc1cccc(C(=O)N(Cc2ccc(N(C)C)cc2)C2CCS(=O)(=O)C2)c1 (stereo not given) | ? |
| Cc1ccc(S(=O)(=O)N2CCN(C(C)C(=O)NCC(C)c3ccccc3)CC2)cc1 (stereo not given) | -14% |
| O=S(=O)(CCN1CCN(c2ccccn2)CC1)c1ccc(Cl)cc1Cl | 13% |

Next records:
| smiles | KDM5B inhibitor |
| --- | --- |
| O=C(Cn1c(=O)n(C2=CCCCC2)c2ccccc21)NCc1nnc2n1CCCCC2 | -11% |
| COc1ccc(-c2noc([C@@H]3CCCN3C(=O)c3cc(OC)c(OC)c(OC)c3)n2)cc1OC | 31%[activator] |
| CCN(CC)S(=O)(=O)c1ccc(NC(=O)c2noc3c2COc2ccc(C)cc2-3)cc1 | 7% |
| O=C(NNC(=S)Nc1ccc(Cl)cc1Cl)c1ccc(Cl)c(Cl)c1 | -16% |
| Cc1ccc(S(=O)(=O)NCCc2csc(-c3ccc(Cl)cc3)n2)cc1 | ? |
| COc1ccccc1CN1C(=O)O[C@@H]2CN(c3nc(C)cc(C)n3)C[C@@H]21 | ? |
| S=c1[nH]ccc2ccccc12 | ? |
| COc1ccc(Nc2ncnc3c2cnn3C)c(OC)c1 | ? |
| CCN(CC)S(=O)(=O)c1ccc2c(c1)nc(SCC(=O)Nc1ccc(F)cc1)n2CC | 3% |
| CCOc1ccccc1C(=O)N1CCC[C@H]1c1nc(-c2ccc(OC)cc2)no1 | -3% |
| O=C1CCSc2c1cccc2C(=O)NCC1CCN(Cc2ccc(F)cc2)CC1 | -1% |
| CCc1ccc(NC(=O)c2cc(-c3ccc[nH]3)n[nH]2)cc1 | 3% |
| COc1ccc(OC)c(CCNC(=O)CCCc2nnc3n(C)c(=O)c4sccc4n23)c1 | 11% |
| COCCc1noc([C@@H]2CC(F)(F)CN2C(=O)c2ncccc2C)n1 | -11% |
| COc1ccc(N2CC(NC(=O)Cc3cccs3)CC2=O)cc1OC (stereo not given) | -18% |
| COc1ccc(Cl)cc1NC(=O)Cn1nnc2sc3c(c2c1=O)CCC(C(C)(C)C)C3 (stereo not given) | -2% |
| OCCN(CCO)c1nc2sc3c(c2c2nc(-c4ccccc4)nn12)CCCC3 | -26% |
| COc1ccc(NC(=O)CSc2nc(SC)ns2)cc1 | ? |
| CCC(C)NC(=O)CSc1nnc(-c2c[nH]c3ccccc23)o1 (stereo not given) | 15% |
| O=C(Cn1ccc(=O)[nH]c1=O)N1C[C@H]2CC[C@@H]1CN(Cc1cscn1)C2 | 4% |
| CCOc1ccc(NC(=O)c2ccc3c(c2)CCN3S(=O)(=O)c2ccc(Cl)cc2)cc1 | ? |

Compound activity as filed in PubChem.
